PTAP TSG101 blk: qHTS Assay for Iinhibitors of HIV-1 Budding by Blocking the Interaction of PTAP/TSG101; Tumor susceptibility gene 101 protein (Homo sapiens), Q99816; Fluorescence polarization, FITC-PTAP peptide / Tsg101 binding; Potency, µM (highest dose often 115 µM), for the others: top-dose activity change, negative = inhibition, most hits filed as inhibitors; 340,000 tested, under 10 active; active means well fitted inhibition curve with a large enough effect in the main read-out, with a control signal flat, not every such curve was filed as active; inconclusive means small, poorly fitted or top-dose-only effect, or effect the other way, or a change in a side signal; inactive means no such curve, though single readings can be large or run the other way; further: potency means the concentration at half of the fitted maximal effect; % of control where 0% means no effect
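Fluorescence polarization binding of Tsg101 binding domain (10 uM final) to FITC-labeled PTAP peptide (50 nM final) in HEPES pH 7.5 buffer with NaCl, Tween 20, EDTA, TCEP. Compounds added before peptide; binding 20 min at RT.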
Mito fusion yeast: qHTS Assay for Small Molecule Inhibitors of Mitochondrial Division or Activators of Mitochondrial Fusion | Potency, µM (top dose mostly 46.1 µM), without a hit: at the top dose growth rescue (activation), hits mostly activators | S. cerevisiae fusion-defective mutant growth rescue, CellTiterGlo 48 h | AID 485298, 2010 | 320,000 tested, 0.23% active;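 further: potency means the concentration at half of the fitted maximal effect; % of control where 0% means no effect; nearly all actives have a fitted effect of over 45% in size; temperature-sensitive fusion mutants such as fzo1-1 at 37 °C on non-fermentable ethanol glycerol medium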
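Yeast fusion mutant, YPEG (non-fermentable carbon), compound, 48 h at 37C non-permissive; CellTiterGlo added, 10 min RT, luminescence read. Rescued growth = division inhibition.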
S-ASM inh: Inhibitors of Secretory Acid Sphingomyelinase (S-ASM): qHTS; Potency, µM (titrated, usually from 57.5 µM), without a hit: at the highest dose activity change, negative = inhibition, usual class: inhibitors; 340,000 tested, 0.006% active; placental ASM, HMU-PC fluorogenic substrate, 60 min; further: potency means the concentration at half of the fitted maximal effect
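Fluorogenic HMU-PC substrate (9 uM final) is turned over by placental ASM in 60 min at 37 C after a 10 min compound preincubation. Reaction ended by alkaline stop (pH 10), with fluorescence read at 386/447 nm.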
CXXC DNA block: qHTS Fluorescence Polarization Assay for Inhibitors of MLL CXXC domain - DNA interaction. Histone-lysine N-methyltransferase 2A (Homo sapiens), Q03164. MLL-CXXC / FITC-HOXA9 DNA fluorescence polarization. Potency, µM (titrated, usually from 115 µM), for inactives: at the top dose activity change, negative = inhibition, most hits filed as inhibitors. 290,000 tested, 0.037% active. AID 2662, 2010; active means well fitted inhibition curve with a large enough effect in the polarisation, with a control signal flat, not every such curve was filed as active; inconclusive means small, poorly fitted or top-dose-only effect, or effect the other way, or a change in a side signal; inactive means no such curve, though single readings can be large or run the other way; the % refers to the polarisation; further: potency means the concentration at half of the fitted maximal effect
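Fluorescence polarization: 7 uM MLL-CXXC (stock) preincubated 5 min with compounds, then 50 nM fluorescein-HOX-A9 DNA (stock) added; 30 min ambient. Buffer 50 mM Tris-HCl pH 7.5, 50 mM NaCl, 1 mM DTT, 0.05% BSA.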
MBNL1 CUG block: qHTS Assay for Inhibitors of MBNL1-poly(CUG) RNA binding; AID 2675, 2010; TR-FRET MBNL1-His/biotin-(CUG)12 binding, 665/545 ratio; Potency, µM (top dose mostly 57.5 µM), for inactives: at the top dose activity change, negative = inhibition, usual class: inhibitors; 280,000 tested, 0.036% active; active means well fitted inhibition curve with a large enough effect in the signal ratio, with a control signal flat, not every such curve was filed as active; inconclusive means small, poorly fitted or top-dose-only effect, or effect the other way, or a change in a side signal; inactive means no such curve, though single readings can be large or run the other way; the % refers to the signal ratio; further: potency means the concentration at half of the fitted maximal effect; on the % scale 0 is the no-effect control and ±100 the full control effect
Target sequence (Q9NR56 whole entry, looked up): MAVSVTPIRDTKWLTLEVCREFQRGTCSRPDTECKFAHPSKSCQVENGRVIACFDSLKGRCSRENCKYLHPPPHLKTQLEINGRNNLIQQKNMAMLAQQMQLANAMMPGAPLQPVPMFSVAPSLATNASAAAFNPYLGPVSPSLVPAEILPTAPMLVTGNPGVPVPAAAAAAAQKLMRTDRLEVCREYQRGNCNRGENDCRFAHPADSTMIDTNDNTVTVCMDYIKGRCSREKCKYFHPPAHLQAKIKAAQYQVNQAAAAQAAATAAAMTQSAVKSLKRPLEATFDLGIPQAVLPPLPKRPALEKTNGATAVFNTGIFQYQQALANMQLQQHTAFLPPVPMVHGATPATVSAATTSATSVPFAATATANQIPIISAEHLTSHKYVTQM
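Inhibition of protein-RNA binding appears as loss of TR-FRET between terbium anti-His antibody on MBNL1-His and streptavidin-XL665 on biotin-(CUG)12. Activity is normalized to buffer-only and uninhibited-complex controls.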
Menin MLL FP TR: qHTS Assay for Inhibitors Targeting the Menin-MLL Interaction in MLL Related Leukemias: Competition With Texas Red Labeled MLL-derived Mutant Peptide; O00255; Menin + Texas Red MLL mutant peptide, fluorescence polarization; Potency, µM (doses to about 61.6 µM), without a hit: top-dose FP activity change, negative = inhibition, actives largely listed as inhibitors; 270,000 tested, 0.23% active; AID 1768, 2009; active means well fitted inhibition curve with a large enough effect in the polarisation, with a control signal flat, not every such curve was filed as active; inconclusive means small, poorly fitted or top-dose-only effect, or effect the other way, or a change in a side signal; inactive means no such curve, though single readings can be large or run the other way; the % refers to the polarisation; further: potency means the concentration at half of the fitted maximal effect; % of control where 0% means no effect; many of its hits are not listed in these tables
Target sequence (O00255 whole entry, looked up): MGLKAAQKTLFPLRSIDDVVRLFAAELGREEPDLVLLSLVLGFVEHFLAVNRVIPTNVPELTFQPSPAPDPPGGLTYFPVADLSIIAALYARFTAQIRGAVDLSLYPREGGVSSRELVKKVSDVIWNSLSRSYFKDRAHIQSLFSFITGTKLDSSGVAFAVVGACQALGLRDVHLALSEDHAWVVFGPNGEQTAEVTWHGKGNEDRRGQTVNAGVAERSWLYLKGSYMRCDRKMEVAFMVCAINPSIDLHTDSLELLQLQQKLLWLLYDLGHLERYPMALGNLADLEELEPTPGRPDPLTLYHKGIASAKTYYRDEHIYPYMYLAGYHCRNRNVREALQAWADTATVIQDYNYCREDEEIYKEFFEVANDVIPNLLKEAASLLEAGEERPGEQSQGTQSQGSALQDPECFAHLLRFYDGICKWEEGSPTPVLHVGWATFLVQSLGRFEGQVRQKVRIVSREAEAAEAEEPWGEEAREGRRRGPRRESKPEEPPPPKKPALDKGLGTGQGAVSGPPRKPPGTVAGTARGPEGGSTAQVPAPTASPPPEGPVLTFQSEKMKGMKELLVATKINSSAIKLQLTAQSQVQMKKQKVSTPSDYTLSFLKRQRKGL
A-T KAP1 phos: qHTS Assay for Identifying a Potential Treatment of Ataxia-Telangiectasia. 320,000 tested, 0.19% active. Potency, µM (highest dose often 57.5 µM), for inactives: at the highest dose activation, usual class: activators. […] A-T fibroblasts, KAP-1 phosphorylation AlphaLISA; neocarzinostatin DNA damage 30 min before lysis; further: potency means the concentration at half of the fitted maximal effect; % of control where 0% means no effect; nearly all actives have a fitted effect of over 45% in size
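ATM-like activity read as KAP-1 phosphorylation via AlphaLISA donor/acceptor antibody pairs after lysis and 6 hr at 25C. Cells were ATM-null patient fibroblasts ([…], hTERT), dosed 60 min, then exposed to the DSB inducer NCS for 30 min.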
a7 integrin act: qHTS for Activators of Integrin-Mediated Alleviation for Muscular Dystrophy; alpha7betagal myoblasts, beta-gal FDG fluorescence, 48 h; Potency, µM (highest dose often 38.3 µM), for inactives: at the top dose activation, usual class: activators; 350,000 tested, 0.064% active; AID 624291, 2012;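 further: potency means the concentration at half of the fitted maximal effect; 100% = response of the positive control SU9516; nearly all actives have a fitted effect of over 60% in size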
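alpha7betagal+/- myoblasts (passage 13, 250/well) treated 48 h at 37C with compounds at 1:260 dilution of DMSO stock. Lysed, then beta-galactosidase activity read as FDG fluorescence (ex 480/em 540) after 30 min, with pre-read for autofluorescence.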
TSHR antagonist: Antagonists of the Thyroid Stimulating Hormone Receptor: HTS campaign | TSHR-expressing cells, TSH-stimulated cAMP HTRF, 2 h; stronger effect = lower value | 330,000 tested, 0.2% active | activity change, negative = inhibition, % at 11.5 µM;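 active means activity change below a set negative limit, meaning inhibition stronger than a set level, cut at about -70% in these data; inconclusive means activity change between two set negative limits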; further: on the % scale 0 is the no-effect control and ±100 the full control effect
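TSHR-expressing cells were treated with compounds, then stimulated with TSH at EC80 (4nM final) for 2 hours at 37 deg C. Cellular cAMP was measured by HTRF competition between lysate cAMP and cAMP-d2 for a cryptate-labelled anti-cAMP antibody.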
TCR act: Activators of T cell receptors: qHTS campaign | primary human leukocytes, anti-CD3, IL-2 HTRF, 48 h | Potency, µM (highest dose often 9.22 µM), for the others: at the top dose activation of IL-2 secretion, actives largely listed as activators | 330,000 tested, under 10 active; further: % of control where 0% means no effect
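Using a-CD3 beads without co-stimulation, primary human leukocytes were exposed to compounds for 48 hr. An HTRF IL-2 kit measured the cytokine, with europium-to-d2 energy transfer producing emission at 665nm upon 320nm excitation.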
Numbers without * were called inactive; ? = inconclusive; . = not tested or not shown; & = joins results of further samples; [ ] = remark or other dose. Unless noted, the call rests on the fitted dose curve; in most records, active means well fitted curve in the direction sought with a large enough effect; inconclusive means small, poorly fitted or top-dose-only effect, or another doubt; inactive means no such curve, though single readings can be large; an effect the other way counts as inactive or inconclusive.

Under each structure: PTAP TSG101 blk	Mito fusion yeast	S-ASM inh	CXXC DNA block	MBNL1 CUG block	Menin MLL FP TR	A-T KAP1 phos	a7 integrin act	TSHR antagonist	TCR act
- O=C(CN1CCOCC1)N/N=C/c1ccc(-c2cccc(Cl)c2Cl)o1
    -9.0%	-0.1%	-6.9%	-5.5%	.	.	4.2%	-30.7%	-6.0	1.0%
- CC1CCCCC12NC(=O)N(CC(=O)Nc1nccs1)C2=O (centres undefined)
    -0.9%	.	2.0%	.	.	.	1.9%	-15.4%	-6.2	1.5%[46.1 µM]
- Cc1cc(C(=O)NC(=S)Nc2cccc(NC(=O)C(C)C)c2)ccc1[N+](=O)[O-]
    -1.1%	1.6%	-9.1%	0.8%	25.1%	7.5%	7.2%	-8.7%	-12.7	-4.7%[46.1 µM]
- CC(C)(CO)NC(=O)CC1C(=O)NCCN1CC(c1ccccc1)c1ccccc1 (centres undefined)
    -0.5%	-7.1%	4.5%	-0.5%	-6.9%	-7.9%	6.5%	-15.7%	-5.9	-2.2%
- CCOc1ccc(NC(=O)CN(C)C(=O)c2csc3c2CCCC3)cc1OCC
    -2.0%	-0.3%	3.7%	.	.	.	6.9%	-19.2%	-4.9	1.4%
- COC(=O)c1c(N)sc2c1CC(C)(C)OC2
    -9.1%	2.2%	-2.4%	5.4%	-5.4%	-1.5%	0.2%	8.1%	6.4	-0.1%
- COc1ccc(N2CCN(S(=O)(=O)c3c(C)n(C)c(=O)n(C)c3=O)CC2)cc1
    .	-0.5%	3.1%	14.3%	-0.4%	.	6.3%	11.2%	-7.9	-3.4%
- Cc1noc(C)c1C(=O)Nc1ccc(S(=O)(=O)N2CCCCC2)cc1
    -0.6%	4.1%	-0.9%	13.7%	-9.3%	.	3.0%	1.7%	9.3	6.8%
- Cc1ccc(NC(=O)CN(C)C(=O)CSc2ncc(C(F)(F)F)cc2Cl)cc1
    0.4%	-0.5%	1.8%	5.3%	.	-0.6%	-0.6%	5.1%	3.4	0.2%[46.1 µM]
- c1ccc(Nc2nc3ccccc3n3cnnc23)cc1
    -9.6%	2.3%	-6.4%	4.6%	22.1%	-6.5%	21.8%	-0.8%	-12.6	3.7%[46.1 µM]
- O=C1CCC([N+](=O)[O-])C(c2cccc3ccccc23)N1 (centres undefined)
    2.9%	20.6%	6.9%	-7.2%	-1.0%	9.6%	3.8%	6.4%	6.5	7.5%
- CC1(c2ccccc2)NC(=O)N(NC(=O)COC(=O)c2cc(Br)ccc2O)C1=O (centres undefined)
    -0.9%	-11.8%	1.2%	.	.	.	4.2%	-14.8%	0.3	1.8%
- COc1ccc(C(C[N+](=O)[O-])c2c(C)[nH]c3ccccc23)cc1OC (centres undefined)
    -3.1%	-4.6%	-0.8%	4.5%	-13.9%	21.2%	1.8%	-0.3%	11.2	-0.1%[46.1 µM]
- CC(=O)c1ccccc1NC(=O)COC(=O)c1cc2ccccc2[nH]1
    -4.4%	7.2%	-3.7%	.	.	.	2.1%	-14.1%	-19.4	0.1%
- COc1ccc(Br)cc1C1CC(=O)N2CN(Cc3ccccc3)CSC2=C1C#N (centres undefined)
    -2.2%	7.7%	-2.8%	1.7%	8.1%	0.8%[11.7 µM]	-4.6%	-4.0%	-5.5	-2.7%
- COC(=O)c1[nH]c2ccccc2c1NC(=O)C(C)N1CCOCC1 (centres undefined)
    -4.9%	-0.5%	-1.6%	-9.6%	.	.	2.1%	38.0%	-0.9	9.6%
- O=C(Nc1ccc(C(=O)OC[C@@H]2CCCN3CCCC[C@H]23)cc1)c1cccc(Br)c1
    -0.4%	-6.7%	-5.3%	2.1%	.	-0.3%	7.6%	-21.7%	7.4	-10.5%[46.1 µM]
- CCN(CC)C(=O)c1sc(N)c(C(=O)OC(C)C)c1C
    -6.1%	-0.3%	5.1%	8.2%	-1.4%	-3.7%	1.5%	21.9%	-9.4	1.0%[46.1 µM]
- O=C(NC1CCN(Cc2ccccc2)CC1)c1cc(-c2ccccn2)nc2ccccc12
    -1.8%	-3.1%	0.9%	0.3%	-1.9%	5.6%	.	-15.1%	.	-3.2%
- Cc1cc(NC(=O)c2cccc(S(=O)(=O)N3CCOCC3)c2)c2ccccc2n1
    -2.3%	1.4%	3.9%	-0.4%	4.3%	18.0%	3.6%	-32.6%	-48.0	7.7%

Under each structure: PTAP TSG101 blk	Mito fusion yeast	S-ASM inh	CXXC DNA block	MBNL1 CUG block	Menin MLL FP TR	A-T KAP1 phos	a7 integrin act	TSHR antagonist	TCR act
- O=C(Cc1cccc(NC(=O)C2CCN(C(=O)c3ccccc3)CC2)c1)Nc1cccc(C(=O)N2CCCC2)c1
    -5.2%	6.2%	2.3%	.	.	.	-13.4%	4.4%	18.4	-5.3%
- CNC(=O)c1sc(N2N=C3/C(=C/c4ccccc4)CCCC3C2c2ccccc2)nc1C (centres undefined)
    ?	2.8%	63.1%[activator]	?	-2.0%	-2.5%	9.6%	1.9%	3.3	1.8%
- Cc1ccnc(N2CCCC(C(=O)NC3CC3)C2)n1 (centres undefined)
    -0.6%	1.7%	1.1%	6.1%	4.1%	-6.3%	1.5%	2.1%	-2.9	1.1%
- CCC(=O)N1CCN(c2ccc(NC(=O)c3cc4ccccc4o3)cc2Cl)CC1
    -2.8%	16.8%	-9.9%	8.7%	0.8%	15.6%	-0.3%	-28.0%	-36.1	-5.5%
- O=C1C=C(c2ccc3ncccc3c2)C[C@@H](c2ccc(F)cc2)C1
    -0.2%	?	-8.3%	.	.	.	13.4%	-7.1%	17.1	11.4%
- CC(C)Sc1nc(N)nc2c1ncn2C1OC(CO)C(O)C1O (centres undefined)
    -0.9%	.	2.4%	.	.	.	.	-12.1%	.	0.5%
- COC(=O)c1ccc(NC(=O)Cn2nc(C)cc2C)cc1
    -2.6%	12.1%	2.7%	-1.4%	-9.6%	-8.3%	0.6%	20.9%	-24.1	2.6%
- CC(C)(C)NC(=O)c1cnn(-c2ccccc2)c1NC(=O)c1ccccc1
    -2.4%	-4.2%	0.6%	-10.5%	-9.0%	-1.3%	.	8.4%	-3.1	.
- O=C(CN(Cc1cccs1)C(=O)c1csnn1)NC1CCCC1
    -3.4%	1.0%	1.9%	5.4%	-9.8%	7.0%	3.4%	-14.4%	-9.6	0.2%[46.1 µM]
- C=CCn1c(=O)c2ccccc2n2c(SC(C)C(=O)Nc3nc(-c4ccccc4)cs3)nnc12 (centres undefined)
    -3.7%	8.4%	-8.3%	0.6%	?	0.5%	-0.3%	20.5%	-8.0	3.0%
- Cc1ccc(NC(=O)CSc2nnc(Cc3csc(C)n3)o2)cc1
    -3.4%	-1.5%	-3.4%	.	.	.	-4.7%	0.0%	-5.8	14.8%
- CC(=O)NC(c1ccco1)c1cc(Cl)c2ccccc2c1O (centres undefined)
    -6.4%	19.2%	164.1%[activator]	.	.	.	15.5%	.	1.4&0.3	5.0%
- O=S(=O)(NCCCc1ccccc1)c1ccccc1
    -1.8%	-1.2%	3.6%	15.1%	5.5%	-0.3%	9.6%	-15.6%	-1.6	-0.6%
- COc1ccc(Nc2nc(N)nc(CSC(=S)N3CCCCC3C)n2)cc1 (centres undefined)
    -0.9%	5.8%	-5.8%	-2.3%	-15.0%	.	-3.5%	10.1%	-1.8	10.6%
- CC(C)Cc1nc(C(N)=O)c2[nH]c(=O)n(-c3ccc(F)cc3)c2n1
    0.8%	1.4%	106.7%[activator]	8.7%	12.4%	-1.0%	6.9%	2.8%	-3.1	0.1%
- COc1ccc(NC(=O)CC2SC(N3CCCCC3)=NC2=O)cc1OC (centres undefined)
    -1.5%	0.0%	3.5%	.	.	.	-0.7%	0.0%	-2.9	-4.6%
- O=C(O)C(c1ccccc1)C1CCCCC1O (centres undefined)
    -5.6%	.	3.8%	.	.	.	.	-24.3%	.	-7.7%

The list is partial. The share of hits here may be higher or lower than overall.
